Source: PubChem (NCI)
Growth percent in the NCI-60 one-dose screen (48 h, 10 µM unless noted): 100 = growth as untreated, 0 = no growth, -100 = all killed.
MDA-MB-435 – MDA-MB-435 melanoma | 82,000 compounds, 7.8% hits | AID 1794794
SR – SR leukemia cells. 73,000 compounds, 8.7% hits
K-562 – K-562 leukemia | 78,000 compounds, 7.4% hits
RPMI-8226 – RPMI-8226 leukemia cells; 77,000 compounds, 7.5% hits; AID 1794781
CCRF-CEM – CCRF-CEM leukemia. 77,000 compounds, 7% hits
MOLT-4 – MOLT-4 leukemia cells | 80,000 compounds, 6.9% hits | AID 1794779
MDA-MB-468 – MDA-MB-468 breast cancer; 78,000 compounds, 8.5% hits
MDA-MB-231 – MDA-MB-231 breast cancer; AID 1794789; 81,000 compounds, 5% hits
Numbers without * were called inactive; nt = not tested or not shown; [ ] = remark or other dose. Rule for the calls: active = growth percent below 10; inactive = the rest.

Abbreviations – A = MDA-MB-435; B = SR; C = K-562; D = RPMI-8226; E = CCRF-CEM; F = MOLT-4; G = MDA-MB-468; H = MDA-MB-231
1: Cc1ccc(C2=NN3C(C2)c2ccccc2OC3c2ccccc2)o1 (configuration not stated)
  A: 98	B: 100	C: 101	D: 96	E: 92	F: 92	G: 95	H: 101

2: Cc1ccc(-c2cc(Cc3cccs3)c(=O)n(Cn3cncn3)n2)cc1
  A: 112	B: 96	C: 105	D: 103	E: 101	F: 99	G: 105	H: 99

3: c1ccc(-c2cn(-c3nc(N4CCOCC4)c4ccccc4n3)nn2)cc1
  A: 102	B: 81	C: nt	D: 67	E: 79	F: 65	G: 88	H: 88

4: CNC(=O)c1cc(-c2ccc(NC(=O)Nc3ccc(OC)cc3)cc2)nc2cccnc12
  A: 98	B: nt	C: nt	D: 98	E: 101	F: nt	G: 46	H: 97

5: CCCCOc1nc(C)cc(C)c1C#N
  A: 99	B: 92	C: 99	D: 104	E: 97	F: 100	G: nt	H: 97

6: Cc1ccc(NC(=S)Nc2ncccc2OCc2cccc(F)c2)cc1
  A: 93	B: nt	C: 72	D: 67	E: 77	F: nt	G: 100	H: 98

7: CN(C)CC1C(=O)O[C@H]2[C@H]1CC/C(COC(=O)NCc1ccc(Cn3c(=O)sn(CCCI)c3=O)cc1)=C\CC[C@@]1(C)O[C@@H]21 (some centres not stated)
  A: 20	B: -29*	C: -0.2*	D: -30*	E: -10*	F: -1.4*	G: -73*	H: 60

8: CCCCCN1C=C/C(=C\C(=O)N(C)c2cccc(Cl)c2)c2ccccc21
  A: 104	B: 87	C: 84	D: 88	E: 102	F: 94	G: 78	H: 118

9: NS(=O)(=O)c1ccc(C2C3=C(CCCC3=O)OC3=C2C(=O)c2ccccc2C3=O)cc1 (configuration not stated)
  A: -93*	B: -20*	C: -43*	D: -36*	E: -11*	F: -55*	G: -47*	H: 5.0*

10: COc1cc(/C=C/C(=O)/C=C(O)/C=C/c2ccc(OC(=O)C34CC5CC(CC(C5)C3)C4)c(OC)c2)ccc1OC(=O)C12CC3CC(CC(C3)C1)C2
  A: 106	B: 120	C: 106	D: 105	E: 103	F: 116	G: 108	H: 103

11: O=S(=O)(O)c1cc(N=Nc2ccc(O)cc2)ccc1/C=C/c1ccc(N=Nc2ccc(O)cc2)cc1S(=O)(=O)O
  A: 107	B: 100	C: 55	D: 101	E: 80	F: 82	G: 96	H: 95

12: CS(=O)(=O)c1ccc(-n2nc(-c3ccc(F)cc3)c3ccccc3c2=O)cc1
  A: 102	B: 105	C: 95	D: 88	E: 90	F: 99	G: 99	H: 89

13: NC1=NC(c2c[nH]c3ccccc23)C2=C(N1)c1ccccc1C2 (configuration not stated)
  A: 102	B: 68	C: 70	D: nt	E: 97	F: 77	G: 24	H: 91

14: CCOc1nc(-c2ccccc2)cc2c(O)c(-c3nnco3)[nH]c(=O)c12
  A: 64	B: 21	C: 39	D: 48	E: 16	F: 30	G: 17	H: 39

15: CC(C)(CC(=O)O)Cc1ccccc1
  A: 110	B: 99	C: 112	D: 98	E: 97	F: 106	G: 104	H: 115

Abbreviations – A = MDA-MB-435; B = SR; C = K-562; D = RPMI-8226; E = CCRF-CEM; F = MOLT-4; G = MDA-MB-468; H = MDA-MB-231
16: CCN(CC)CC(OC(=O)c1ccc([N+](=O)[O-])cc1)C(COC)OC (configuration not stated)
  A: 111	B: 110	C: 103	D: 101	E: 105	F: 104	G: 107	H: 99

17: CNC(=O)NCN1C(=O)c2cccc3cccc(c23)C1=O
  A: 105	B: 76	C: 84	D: 97	E: 67	F: 84	G: 98	H: 101

18: Nc1ccc(Oc2c(F)c(F)c(Oc3ccc(N)cc3)c(F)c2F)cc1
  A: 104	B: 96	C: 93	D: 83	E: 78	F: 79	G: nt	H: 109

19: COc1cc2c(c(OC)c1OC)C(=O)CC(c1cccc(NC(=O)c3ccc([N+](=O)[O-])cc3)c1)O2 (configuration not stated)
  A: 62	B: 26	C: 35	D: 33	E: 24	F: 16	G: 36	H: 72

20: Cc1nc2ncc(-c3n[nH]c(=S)o3)c(=O)n2[nH]1
  A: 101	B: 110	C: 117	D: 101	E: 110	F: 110	G: 109	H: 102

21: NC(=O)C(N)C(N)=O
  A: 100	B: 101	C: nt	D: 107	E: 103	F: 94	G: 112	H: 105

22: Cn1c(=O)c2[nH]c(NN=O)nc2n(C)c1=O
  A: 105	B: 94	C: 95	D: 99	E: 100	F: 99	G: 99	H: 98

23: COc1ccc([C@@H](C[C@H](C)CO)c2cc3ccccc3o2)cc1
  A: 107	B: 80	C: 93	D: 100	E: 101	F: 72	G: 116	H: 92

24: Cc1cc(Nc2ccc(C#N)cc2)nc(N)n1
  A: 111	B: 86	C: 84	D: 97	E: 95	F: 92	G: 99	H: 115

25: Nc1nc(OCc2ccccc2)c2[nH]cnc2n1
  A: 99	B: 85	C: 80	D: 115	E: 143	F: 73	G: nt	H: 98

26: O=C(CNc1ccccc1S)Nc1ccccc1C(=O)O
  A: 105	B: 90	C: 95	D: 99	E: 105	F: 97	G: 101	H: 95

27: O=C(Nc1cccc(Cl)c1)Nc1nccs1
  A: 62	B: 79	C: 86	D: 91	E: 83	F: 101	G: -0.2*	H: 93

28: Cc1ccc2c(c1)=C/C(=C/c1sc(Nc3ccc(S(N)(=O)=O)cc3)nc1O)C(=O)N=2
  A: 105	B: 104	C: 113	D: 106	E: 107	F: 104	G: 102	H: 95

29: CCN(CCO)C(C(=O)c1ccccc1)c1ccccc1 (configuration not stated)
  A: 105	B: nt	C: 78	D: 108	E: 105	F: 92	G: 92	H: 92

30: CCOC(=O)c1cc2c(n1Cc1cc(OC)c(OC)c(OC)c1)-c1oncc1CCC2
  A: -54*	B: 2.1*	C: 7.0*	D: 17	E: 5.8*	F: 7.9*	G: 16	H: 12

Abbreviations – A = MDA-MB-435; B = SR; C = K-562; D = RPMI-8226; E = CCRF-CEM; F = MOLT-4; G = MDA-MB-468; H = MDA-MB-231
31: COc1ccc2c(c1)/C(=N/c1n[nH]c(=S)s1)C(=O)N2
  A: 104	B: 70	C: 83	D: 54	E: 45	F: 76	G: 17	H: 88

32: O=C(c1cc2ccccc2o1)c1nn(-c2ccccc2)c2nc3nccc(-c4cc5c(ccc6ccccc65)oc4=O)c3c(=O)n12
  A: 113	B: 76	C: 98	D: 67	E: 68	F: 83	G: 78	H: 78

33: S=c1nc(-c2ccccc2)cc(-c2cc3ccccc3nc2Cl)[nH]1
  A: -11*	B: nt	C: 14	D: 76	E: 44	F: 31	G: 67	H: nt

34: Brc1ccc(SCN(CSc2ccc(Br)cc2)Cc2ccccc2)cc1
  A: 76	B: 35	C: 81	D: 36	E: 4.9*	F: 17	G: 98	H: 40

35: C/C(C/C(C)=N/C(N)=S)=N\C(N)=S
  A: 101	B: nt	C: 95	D: 116	E: 94	F: 101	G: 103	H: nt

36: Cc1cc(C)c2c(C(=O)/C=C/c3ccc4c(c3)Sc3ccccc3N4C)cc(C(=O)c3ccc(Br)cc3)n2c1
  A: 99	B: 93	C: 103	D: 107	E: 101	F: 102	G: 103	H: 94

37: O=C1NC(=O)C(c2ccc(Cl)cc2)=C1Nc1ccc(C(=O)Nc2ccc(Cl)cc2)cc1
  A: 79[3.75 µM]	B: 45[3.75 µM]	C: 52[3.75 µM]	D: 79[3.75 µM]	E: 69[3.75 µM]	F: 47[3.75 µM]	G: 82[3.75 µM]	H: 64[3.75 µM]

38: COC(=O)c1ccc2oc(NC(=O)c3ccc(Nc4ccccc4)c([N+](=O)[O-])c3)nc2c1
  A: 103	B: 111	C: 106	D: 100	E: 92	F: 106	G: 91	H: 89

39: O=C1C(/C=N\C(=S)NCc2ccccc2)=C(O)c2ccccc21
  A: 103	B: 88	C: 78	D: 95	E: 102	F: 99	G: 95	H: 75

40: Cc1sc2nc(NCc3ccccn3)[nH]c(=O)c2c1C
  A: 100	B: 94	C: 109	D: 114	E: 112	F: 95	G: 100	H: 108

41: O=C(O)c1ccc(N=Nc2ccccc2)cc1
  A: 106	B: 101	C: 112	D: 105	E: 110	F: 101	G: 108	H: 108

42: S=C1SCN(Cc2ccccc2)CN1Cc1ccco1
  A: 38	B: 22	C: 12	D: 38	E: 11	F: 52	G: 32	H: 91

43: N=C1C(c2nc3ccccc3s2)=C(O)CN1c1cccc(C(=O)O)c1
  A: 109	B: 110	C: 103	D: 100	E: 102	F: 102	G: nt	H: 98

44: N#Cc1c(-c2ccc(Cl)cc2)nc(SCc2nnc(-c3ccc(Cl)cc3)o2)[nH]c1=O
  A: 114	B: 96	C: 103	D: 99	E: 96	F: 112	G: 108	H: 100

45: O=C(CCCCC(=O)Nc1ccc2c(c1)/C(=C/c1ccc[nH]1)C(=O)N2)NO
  A: 75	B: 45	C: 85	D: 96	E: 32	F: 61	G: 49	H: 94

Records 39 through 45, reprinted for reference:
Abbreviations – A = MDA-MB-435; B = SR; C = K-562; D = RPMI-8226; E = CCRF-CEM; F = MOLT-4; G = MDA-MB-468; H = MDA-MB-231
39: O=C1C(/C=N\C(=S)NCc2ccccc2)=C(O)c2ccccc21
  A: 103	B: 88	C: 78	D: 95	E: 102	F: 99	G: 95	H: 75

40: Cc1sc2nc(NCc3ccccn3)[nH]c(=O)c2c1C
  A: 100	B: 94	C: 109	D: 114	E: 112	F: 95	G: 100	H: 108

41: O=C(O)c1ccc(N=Nc2ccccc2)cc1
  A: 106	B: 101	C: 112	D: 105	E: 110	F: 101	G: 108	H: 108

42: S=C1SCN(Cc2ccccc2)CN1Cc1ccco1
  A: 38	B: 22	C: 12	D: 38	E: 11	F: 52	G: 32	H: 91

43: N=C1C(c2nc3ccccc3s2)=C(O)CN1c1cccc(C(=O)O)c1
  A: 109	B: 110	C: 103	D: 100	E: 102	F: 102	G: nt	H: 98

44: N#Cc1c(-c2ccc(Cl)cc2)nc(SCc2nnc(-c3ccc(Cl)cc3)o2)[nH]c1=O
  A: 114	B: 96	C: 103	D: 99	E: 96	F: 112	G: 108	H: 100

45: O=C(CCCCC(=O)Nc1ccc2c(c1)/C(=C/c1ccc[nH]1)C(=O)N2)NO
  A: 75	B: 45	C: 85	D: 96	E: 32	F: 61	G: 49	H: 94

Next results:
Abbreviations – A = MDA-MB-435; B = SR; C = K-562; D = RPMI-8226; E = CCRF-CEM; F = MOLT-4; G = MDA-MB-468; H = MDA-MB-231
46: COc1ccc2c(c1)CC[C@H](O)/C2=C/c1cc(OC)c(OC)c(OC)c1
  A: -54*	B: -5.5*	C: 9.0*	D: 34	E: 5.7*	F: 14	G: 18	H: 15

47: CCCCCC(CCCCC)C(=O)O
  A: 123	B: 100	C: 100	D: 97	E: 84	F: 96	G: 116	H: 105

48: N#CC1(Nc2ccc(S(N)(=O)=O)cc2)CCCC1
  A: 103	B: 102	C: 91	D: 106	E: 102	F: 102	G: 102	H: 110

49: CCOc1ccccc1/C=N\NC(=O)CCCCCCCCC(=O)N/N=C\c1ccccc1OCC
  A: 104	B: 92	C: 74	D: 72	E: 83	F: 88	G: 95	H: 89

50: CCN=c1sc(-c2ccc3ccccc3c2)cn1NC(=O)c1cc2ccc1CCc1ccc(cc1)CC2
  A: 75	B: 55	C: 41	D: 38	E: 52	F: 57	G: 44	H: 95

51: COc1cccc2c1C(=O)c1c(O)c3c(c(O)c1C2=O)C[C@](O)(C(=O)CO)C[C@H]3O[C@@H]1C[C@@H](NC(=O)CCCN(C)C2(c3ccc(F)cc3)CC3CCC2C3)[C@H](O)[C@@H](C)O1 (some centres not stated)
  A: -88*	B: -60*	C: nt	D: -41*	E: -29*	F: -37*	G: -82*	H: -76*

52: Nc1ccc(-c2nnc3n2N=CC(c2cc(=O)oc4ccccc24)S3)cc1 (configuration not stated)
  A: 107	B: 91	C: 102	D: 94	E: 82	F: 85	G: 87	H: nt

53: CC(c1ccccc1)N1C(=O)/C(=C2\SC(=S)N(C(C)c3ccccc3)C2=O)SC1=S (configuration not stated)
  A: 102	B: 102	C: 96	D: 92	E: 95	F: 104	G: 92	H: 93

54: C=C(C)[C@@H]1CCC=C2CC[C@]3(C)[C@H](CC[C@@H]4[C@@]5(C)CCC(=O)NC(C)(C)[C@@H]5CC[C@]43C)[C@H]21
  A: 103	B: 91	C: 93	D: 99	E: 110	F: 103	G: 120	H: 104

55: CSC1=Nc2c(c(C)c(C)n2CCCC(=O)N(C(=O)NC2CCCCC2)C2CCCCC2)C2=NC(=O)CN12
  A: 102	B: nt	C: 138	D: 117	E: 128	F: 166	G: 92	H: 99

56: Cc1ccc(NC(=O)c2ccc(CN3CCN(C)CC3)cc2)cc1Oc1ccc(-c2[nH]nc3ncnc(N)c23)cc1
  A: 86	B: 80	C: 9.0*	D: 76	E: 60	F: 72	G: 59	H: 96

57: CCOC(=O)c1cnc2c(-c3ccccc3Br)cnn2c1
  A: 95	B: 82	C: 93	D: 95	E: 107	F: 104	G: 96	H: 93

58: O=C1c2ccccc2C(=O)c2c1ccc1[nH]c(-c3ccc(-c4nc5c6ccccc6c6ccccc6c5[nH]4)cc3)nc21
  A: 114	B: 89	C: 95	D: 90	E: 91	F: 88	G: 114	H: 86

59: CSc1nc(N)c2c(n1)N(C)C=NS2(=O)=O
  A: 111	B: 102	C: 116	D: 103	E: 94	F: 107	G: 107	H: 108

60: C#CCN1C(=O)c2cccc3c(-c4ccc5c(c4)ncn5C4CCCCC4)ccc(c23)C1=O
  A: 101	B: 85	C: nt	D: 51	E: 69	F: 72	G: 96	H: 77

61: c1ccc(-c2nnc(-c3ccccn3)s2)nc1
  A: 105	B: 97	C: 94	D: 55	E: 81	F: 109	G: 23	H: 95
